Screening results as filed in PubChem.
Mcl1 Bid PPI: Mcl-1/Bid binding inhibitors, primary screen, biochemical, TR-FRET, 1536-well; Induced myeloid leukemia cell differentiation protein Mcl-1 (Homo sapiens), Q07820; TR-FRET Mcl-1/Bid-Dy647 peptide binding; inhibition, % at 21.7 µM; 0.97% of 220,000 active; AID 1021, 2008;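 active means compounds that cut the binding signal by more than half at the single screening dose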;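 further: His-tagged Mcl-1 with europium anti-His antibody binding Bid BH3 peptide; 0% = Mcl-1 plus peptide wells and 100% = peptide-only wells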
Target sequence (Q07820 whole entry, looked up): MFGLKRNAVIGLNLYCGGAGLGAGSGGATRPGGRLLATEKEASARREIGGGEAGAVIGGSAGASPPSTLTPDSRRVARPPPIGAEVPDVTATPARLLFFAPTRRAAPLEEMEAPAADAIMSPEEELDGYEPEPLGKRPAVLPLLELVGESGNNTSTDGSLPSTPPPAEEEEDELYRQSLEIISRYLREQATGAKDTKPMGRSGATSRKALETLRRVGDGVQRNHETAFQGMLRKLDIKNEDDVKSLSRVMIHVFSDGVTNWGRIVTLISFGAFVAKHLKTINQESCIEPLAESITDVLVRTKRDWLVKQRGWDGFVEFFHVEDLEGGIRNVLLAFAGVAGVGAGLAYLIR
Bim-Bfl-1: inhibitors of Bim binding to Bfl-1, primary screen, biochemical, multiplexed, bead-based flow cytometry | Bcl-2-related protein A1 (Homo sapiens), Q16548 | Bim-Bfl-1 binding inhibition | inhibition, % at 10 µM | 0.12% of 190,000 active | AID 1008, 2008;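 further: 0% = wells without compound plus tracer and 100% = blocker peptide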
RGS4-Gao reg: modulators of RGS4 binding to Galphao, primary screen, biochemical, multiplexed bead flow cytometry; actives lie on both sides; binding response (% of control), % at 10 µM; 0.33% of 220,000 active; in the data active means binding response below about 49% or above about 150%; inactive means in between;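 further: fluorescent Galphao activated with aluminum fluoride binding bead-coupled RGS4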
Target sequence (P09471 whole entry, looked up): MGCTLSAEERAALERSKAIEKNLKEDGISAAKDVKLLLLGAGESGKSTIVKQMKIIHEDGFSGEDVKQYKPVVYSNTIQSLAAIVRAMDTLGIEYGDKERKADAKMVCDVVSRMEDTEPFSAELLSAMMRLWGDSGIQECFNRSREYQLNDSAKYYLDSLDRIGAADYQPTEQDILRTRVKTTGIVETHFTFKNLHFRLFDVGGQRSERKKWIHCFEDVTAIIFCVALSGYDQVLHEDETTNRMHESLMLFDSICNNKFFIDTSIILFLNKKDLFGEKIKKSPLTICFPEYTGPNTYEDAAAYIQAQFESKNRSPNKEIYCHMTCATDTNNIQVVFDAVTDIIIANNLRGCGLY
Bcl-XL Bim block: inhibitors of Bim-Bcl-XL binding, primary screen, biochemical, multiplexed, bead flow cytometry, human Bcl-XL; Bcl-2-like protein 1 (Homo sapiens), Q07817; Bim peptide-Bcl-XL binding, fluorescence; inhibition, % at 10 µM; 0.04% of 190,000 active
Mcl-1 Bim block: inhibitors of Bim peptide binding to Mcl-1, primary screen, biochemical, bead-based flow cytometry, multiplex | Induced myeloid leukemia cell differentiation protein Mcl-1 (Homo sapiens), Q07820 | Bim peptide-Mcl-1 binding | 0.1% of 190,000 active | inhibition, % at 10 µM;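 further: 0% = no compound tracer wells and 100% = peptide blocker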
Bim-Bcl-B: inhibitors of Bim-Bcl-B binding, primary screen, biochemical, multiplexed, human Bcl-2 family; Bcl-2-like protein 10 (Homo sapiens), Q9HD36; bead-based flow cytometry, Bim peptide-Bcl-B binding; inhibition, % at 10 µM; 0.073% of 190,000 active; AID 951, 2007;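 further: 0% = tracer peptide without compound and 100% = reference inhibitor peptide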
Target sequence (Q9HD36 whole entry, looked up): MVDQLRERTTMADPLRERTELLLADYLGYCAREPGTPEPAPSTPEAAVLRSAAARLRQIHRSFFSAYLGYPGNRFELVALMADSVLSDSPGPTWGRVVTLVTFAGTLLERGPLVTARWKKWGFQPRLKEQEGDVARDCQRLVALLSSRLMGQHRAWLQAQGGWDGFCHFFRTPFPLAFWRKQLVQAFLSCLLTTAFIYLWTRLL
Bim-Bcl-2: inhibitors of Bim-Bcl-2 binding, primary screen, biochemical, multiplexed, human Bcl-2 family. 0.06% of 190,000 active. Apoptosis regulator Bcl-2 (Homo sapiens), P10415. inhibition, % at 10 µM. AID 950, 2007. Bead-based flow cytometry, Bim peptide-Bcl-2 binding; in the data active means inhibition above about 40%; inconclusive means no clear call, values can overlap the other calls;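 further: 0% = no compound wells with probe peptide and 100% = reference peptide inhibitor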
RGS7-Gao reg: RGS7-Galphao binding modulators, primary screen, biochemical, multiplexed bead flow cytometry; Guanine nucleotide-binding protein G(o) subunit alpha (Homo sapiens), P09471; actives lie on both sides; binding response (% of control), % at 10 µM; 0.35% of 220,000 active; AID 1439, 2008; in the data active means binding response below about 49% or above about 150%; inconclusive means no clear call, values can overlap the other calls; inactive means in between;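 further: fluorescent Galphao held in activated GDP-AlF4 state binding bead-coupled RGS7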
RGS8-Gao reg: RGS8-Galphao binding modulators, primary screen, biochemical, multiplexed bead flow cytometry. Guanine nucleotide-binding protein G(o) subunit alpha (Homo sapiens), P09471. actives lie on both sides. 0.34% of 220,000 active. response (percent of control binding), % at 10 µM; in the data active means response below about 60% or above about 140%; inactive means in between;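 further: Galphao activated as the GDP aluminium fluoride complex binding bead-coupled RGS8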
GSH bead fluor: compound fluorescence on glutathione beads, profiling panel, artefact control, biophysical, 488/530 nm, flow cytometry. GSH beads flow cytometry, compound fluorescence 488/530 nm; active compounds read high. fluorescence (KMESF) at 10 µM. 0.25% of 190,000 active. AID 1776, 2009; in the data active means fluorescence above about 89;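 further: glutathione beads carrying GST-tagged Bcl family fusion proteins plus one bare bead set; values are compound well signal with DMSO vehicle wells as background; inactives centre near 16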
Bcl-W Bim block: inhibitors of Bim binding to Bcl-W, primary screen, biochemical, multiplexed, bead-based flow cytometry. Bim peptide-Bcl-W binding. inhibition, % at 10 µM. 0.02% of 190,000 active;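 further: 0% = bound tracer without compound and 100% = peptide blocker; higher means less fluorescent Bim peptide bound to Bcl-W beads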
Active calls of the source: *; ? = inconclusive; [ ] = remark or other dose. Unless noted, no stated cut-off is given here; in the data, active means inhibition above about 40%.

SMILES	Mcl1 Bid PPI	Bim-Bfl-1	RGS4-Gao reg	Bcl-XL Bim block	Mcl-1 Bim block	Bim-Bcl-B	Bim-Bcl-2	RGS7-Gao reg	RGS8-Gao reg	GSH bead fluor	Bcl-W Bim block
O=C(O)C1CC=CCC1C(=O)Nc1cccc(C(=O)N2CCCCC2)c1 (configuration not stated)	2	-9	102	-4	0	-5	-9	100	103	17	0
CC(C)C(=O)Nc1ncc2c(n1)CC(c1cccs1)CC2=O (configuration not stated)	-16	-4	105	-7	-5	-7	-3	104	105	14	-3
COc1ccc(CN(C)CC(=O)NC(=O)NCc2ccccc2)c(OC)c1	-5	-5	104	-6	-6	-6	-8	105	126	9	-8
COc1cccc(-c2nn(-c3ccccc3)cc2C(=O)OCC(=O)Nc2ncc(Cl)cc2Cl)c1	-21	-8	95	-3	-2	-6	-10	91	99	13	-2
O=C(Nc1ccc(Cl)cc1)OCc1cn(-c2ccccc2)nn1	24	5	101	0	4	1	5	98	103	10	1
O=c1c(Br)c(Br)cnn1-c1ccccc1	-18	-4	94	-3	-1	-3	-3	?	96	17	-3
Cc1ccc2c(CC(=O)OC(C)C(=O)Nc3ncc(Cl)cc3Cl)coc2c1 (configuration not stated)	-70	-9	91	-1	-4	-6	-10	87	93	15	-2
CCOC(=O)c1[nH]c2ccc(Cl)cc2c1NC(=O)/C=C/c1ccc2c(c1)OCO2	-21	-12	97	-7	-3	-13	-5	98	99	18	-3
O=C(CSc1nnc(-c2ccncc2)o1)c1ccc2c(c1)OCCO2	-80	-2	98	-1	-3	-2	-1	?	101	17	-4
CC(=O)N1c2ccccc2Oc2cc3ccccc3cc21	-8	23	98	22	15	15	16	94	98	9	15
CNc1nc(SC)nc2ccsc12	5	-17	98	0	-4	-10	-12	99	98	26	0
O=C(N/N=C/c1cccnc1)c1cccc(S(=O)(=O)Nc2cccc(Cl)c2)c1	-4	-8	99	0	0	-4	-4	?	99	13	2
Cc1ccc2nc(-c3ccc(NC(=O)CNC4CC4)cc3)sc2c1	27	4	108	0	-2	-11	-6	217*[activator]	91	21	-2
COCCOC(=O)c1[nH]c2c(c1C)C(=O)CC(c1ccc(F)cc1)C2 (configuration not stated)	-18	-12	116	-4	-1	-9	-6	114	113	25	-1
COc1c(Br)cc(C(N)=O)cc1OCc1ccccc1	-19	-15	77	-8	-5	-12	-13	77	69	10	-4
O=C1c2ccccc2C(=O)N1c1ccc(Cl)cn1	-18	-12	102	-4	2	-4	-5	104	103	6	2
O=C(Nc1cnc2ccccn2c1=O)c1ccc(Cl)cc1Cl	-12	-5	99	-2	-3	-5	-4	98	101	15	-2
CC(=O)c1cnc2c(-c3ccc(Cl)cc3)cnn2c1C	-8	-2	101	-8	-5	-6	-8	102	105	14	-7
CC1CCc2c(C(=O)NCc3ccccn3)csc2C1 (configuration not stated)	-8	0	100	-5	-2	-4	3	100	103	5	-2
COc1cccc(NC(=O)CN(C)CC(=O)Nc2ccc(C)cc2Cl)c1	45	0	103	-4	0	-4	5	102	102	23	2
CC(C)NC(=O)CSCc1cccc(Br)c1	-1	0	105	-2	-2	-1	-2	102	97	8	-2
Cc1ccc(C(=O)CSc2nnc(-c3ccco3)o2)o1	-17	-1	94	3	-6	-3	-4	92	90	49	-2
CC(=O)COc1ccc2c(C)c(C)c(=O)oc2c1	-23	-3	89	0	-1	-3	0	94	100	30	-1
CC1CCN(S(=O)(=O)c2ccc(C(=O)Nc3nnc(-c4ccccn4)o3)cc2)CC1	-35	-5	98	0	1	-4	0	98	102	19	-2
CCc1nnc(NC(=O)c2sc3nc(C)cc(COC)c3c2N)s1	-15	3	92	0	2	1	-2	93	87	7	-4

The list goes on.
SMILES	Mcl1 Bid PPI	Bim-Bfl-1	RGS4-Gao reg	Bcl-XL Bim block	Mcl-1 Bim block	Bim-Bcl-B	Bim-Bcl-2	RGS7-Gao reg	RGS8-Gao reg	GSH bead fluor	Bcl-W Bim block
FC(F)(F)c1cc(Sc2ccccc2)nc(-c2ccccn2)n1	2	-1	98	-1	-2	-1	-4	102	102	7	1
CCCCc1nnc(NC(=O)C2CCCO2)s1 (configuration not stated)	3	-2	98	-2	-3	-3	-4	96	100	13	-5
CCOC(=O)/C(=N\Nc1cccc(C(F)(F)F)c1)N(CCOC)CCOC	-30	-7	98	1	1	-6	-3	95	99	4	3
Cc1nn(C)cc1C(C)NCc1c(C(=O)N2CCCCCCC2)nc2ccc(Cl)cn12 (configuration not stated)	-3	-5	97	-4	1	-4	-2	94	100	19	-3
CCc1ccc2c(c1)C(c1cccs1)=NNC(c1cccnc1)=N2	8	-13	102	-8	-4	-10	-10	99	101	35	0
Cc1cc(C(F)(F)F)c2c(N)c(C(=O)Nc3cc(C)on3)sc2n1	-1	-5	100	0	1	-3	-7	101	101	14	0
CCCC1(C)Nc2ccccc2-c2nc3ccccc3n21 (configuration not stated)	-18	0	102	-1	0	-1	0	103	103	16	1
CCc1ccccc1N1CC23C=CC(O2)C(C(=O)O)C3C1=O (configuration not stated)	-24	-1	96	1	-1	1	0	99	96	21	-1
COc1cc(CC(=O)N/N=C/c2ccc([N+](=O)[O-])cc2)c([N+](=O)[O-])cc1OC	1	-5	102	-7	2	-8	-5	102	102	12	-4
CCO[C@H]1OC(C(=O)N2CCN(Cc3ccc4c(c3)OCO4)CC2)=C[C@@H](C2CCCCC2)[C@@H]1CCCO	-3	-7	103	-2	-1	-1	-8	100	98	20	-2
CC[C@@H](C)[C@H](NC(=O)OC(C)(C)C)c1nnc(S(=O)(=O)Cc2cc(C)ccc2C)o1	-52	-3	93	-3	-3	-2	-2	94	92	10	-5
CCCC(C)C(=O)Nc1ccc2c(c1)OCCO2 (configuration not stated)	-6	-12	100	-5	1	-2	-5	102	103	31	1
COc1cccc(N(C(=O)Cn2nnc(-c3ccc(C)o3)n2)C(C(=O)NC(C)(C)C)c2cccs2)c1 (configuration not stated)	-3	4	106	-3	0	-3	-2	103	107	12	0
OCCOCCNc1ncnc2nc[nH]c12	-20	-9	101	-5	-2	-8	-1	100	101	16	-3
CC1CC(C)CN(C(=O)CSc2nnc(CSc3ncccn3)n2C)C1 (configuration not stated)	-4	-1	99	-2	-5	0	-3	102	100	12	0
C[N+](C)(C)CCOC(=O)C1(c2ccccc2)CCCC1	-16	-3	103	1	3	-5	-2	102	103	15	1
O=C(O)CNC(=O)/C(=C/c1cccc([N+](=O)[O-])c1)NC(=O)c1ccco1	-3	-3	103	-5	-2	-6	-10	104	104	11	-3
O=C(CN1CCC2(CC1)OCCO2)c1ccc2cc[nH]c2c1	-70	2	95	-2	-1	0	2	92	95	21	-2
O=C(c1ccco1)N1CCC(n2nnc3ccccc32)CC1	0	-9	102	-3	0	-6	-4	101	101	16	1
C=CCn1ccc2c([N+](=O)[O-])cccc2c1=O	2	-7	103	-1	-1	-6	-5	100	102	15	-1
CC(C)CNc1nc(Oc2ccc(=O)n(-c3ccccc3)n2)nc(N2CCOCC2)n1	1	-3	100	-2	-1	-3	-7	98	99	65	-3
Cc1cc(C)n2nc(-c3cccnc3)nc2n1	0	-20	100	-7	-3	-7	-11	98	100	35	0
CCOc1ccc(NC(=O)Cn2nc(-c3ccccc3Cl)n(CC)c2=S)cc1	-14	0	113	-4	-3	0	0	110	106	17	-2
CN1CCN(CCCCOc2ccc(F)cc2)CC1	-55	-11	100	-5	3	-1	-6	100	100	8	4
C=C(C)CSc1nnc2n(C)c(=O)c3c4c(sc3n12)CCC4	-11	-3	105	4	7	-5	0	107	105	16	6

Records above marked active in RGS7-Gao reg:
SMILES,Mcl1 Bid PPI,Bim-Bfl-1,RGS4-Gao reg,Bcl-XL Bim block,Mcl-1 Bim block,Bim-Bcl-B,RGS7-Gao reg,RGS8-Gao reg,GSH bead fluor,Bcl-W Bim block
Cc1ccc2nc(-c3ccc(NC(=O)CNC4CC4)cc3)sc2c1,27,4,108,0,-2,-11,217*[activator],91,21,-2

(list continues)
SMILES	Mcl1 Bid PPI	Bim-Bfl-1	RGS4-Gao reg	Bcl-XL Bim block	Mcl-1 Bim block	Bim-Bcl-B	Bim-Bcl-2	RGS7-Gao reg	RGS8-Gao reg	GSH bead fluor	Bcl-W Bim block
Cc1cccc2cc(CN(Cc3ccco3)C(=O)c3cccs3)c(=O)[nH]c12	-9	-9	100	-4	-3	-8	-6	96	105	31	-1
CCN1CCN(C(=S)Nc2cccc(Cl)c2)CC1	-32	-4	102	-7	-1	-12	0	103	101	8	0
CCC(=O)c1cc2c(cc1NC(=O)c1cccs1)OCCO2	-15	1	94	2	4	4	0	96	95	50	3
C#CCOCCOCCOCCNc1nc(N2CCN(C(=O)[C@H](CCC(=O)O)n3cc(C(N)CC(C)C)nn3)CC2)nc(N2CCN(C(=O)[C@H](Cc3cc4ccccc4[nH]3)n3cc(C(N)[C@H](C)CC)nn3)CC2)n1 (some centres not stated)	15	-5	97	-1	-1	-3	-4	94	100	17	-1
Cc1ccc(Sc2c(O)c3ccccc3n(C)c2=O)cc1	-3	1	99	-9	-3	0	-4	91	68	12	-3
CCN1CCN(CCCN(Cc2cccs2)C(=S)Nc2ccccc2C)CC1	-16	-2	100	0	0	-4	2	?	100	15	1
O=C(N1CCOCC1)N(Cc1ccccc1)c1ccccn1	-23	-14	100	-4	-4	-10	-5	102	101	39	-4
O=C(Nc1nnc(SCc2ccc(F)cc2)s1)c1cccnc1Cl	-2	-2	103	-3	0	-3	-3	?	102	15	0
COc1ccc(-c2ccc3nnc(SCC(N)=O)n3n2)cc1	-12	-8	101	-4	-1	-3	-3	102	105	7	0
CCC(C)(C)NC(=O)C(c1ccccn1)N(C(=O)c1csnn1)c1ccc(C)c(C)c1 (configuration not stated)	-15	-3	101	-2	0	-3	0	96	100	21	0
O=C1CSc2nc3ccccc3n21	1	-2	98	-2	-3	-4	-4	96	100	12	-3
COc1ccc(NC(=O)c2ccco2)cc1NC(=O)c1ccco1	0	17	98	19	41*	15	16	102	95	11	11
COc1cc(NC(=O)c2ccccc2NS(=O)(=O)c2ccc(Cl)s2)cc(OC)c1	-2	9	100	8	9	15	12	103	101	9	11
Cc1c(Cl)c(=O)oc2cc(OC(C)C)ccc12	3	-9	100	-6	-6	-9	-4	101	100	9	-5
Cc1sc2nc3c4ccccc4c(NCc4ccco4)nn3c(=O)c2c1C	-1	11	103	13	10	1	10	119	99	8	10
COc1ccc(NC(=O)C2=C(C)Nc3ncnn3C2c2ccccc2C(F)(F)F)c(OC)c1 (configuration not stated)	-9	-16	99	-7	-4	-8	-12	97	101	34	-1
CCOc1ccc(C(=O)Nc2sc3c(c2C(=O)OC)CC(C)(C)NC3(C)C)cc1	2	-3	96	-7	-2	-3	-2	94	98	18	0
